Screens deposited in PubChem by several laboratories.
KLF5 inh = KLF5 expression inhibitors, primary screen, DLD-1 cells, luminescence; DLD-1 KLF5 promoter-luciferase reporter; inhibition, % at 5 µM; 290,000 compounds, 0.23% hits;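 active = inhibition above a per-plate limit of that plate's mean compound inhibition plus 3 SD, cut at about 60% in these data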;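 note: 0% = DMSO wells and 100% = LY294002 at 200 µM; higher means less KLF5 promoter-driven luciferase light; inactives centre near -14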
HSF1 inh = HSF1 inhibitors in luciferase reporter cells, primary screen, cell-based, NIH3T3, luminescence; 300,000 compounds, 0.77% hits; NIH3T3-HGL HSE-luciferase, MG132-induced, luminescence 8 h; stronger effect = lower value; activity change, negative = inhibition, % at 7.5 µM (by protocol); AID 2098, 2009;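 active = more than half of replicate wells show activity change below -50%, luminescence cut by over half; inconclusive = some wells, but at most half, below -50%; inactive = no replicate well below -50%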;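 note: luciferase reports HSF-1 transcriptional activity via heat shock element; 0% = median of DMSO wells and -100% = zero luminescence signal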
GSK3A inh = blockers of GSK3A enzyme activity – biochemical, luminescence, cell-free homogeneous, HTS, primary screen; GSK-3 alpha kinase, ADP-Glo luminescence, 60 min; AID 2650, 2010; 320,000 compounds, 0.1% hits; Glycogen synthase kinase-3 alpha (Homo sapiens), P49840; inhibition, % at 10 µM;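 in the data active = inhibition above about 50%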;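 note: GST-tagged GSK-3 alpha with peptide substrate and 25 µM ATP; 0% = DMSO neutral wells and 100% = GW8510 positive control wells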
Target sequence (P49840 whole entry, looked up): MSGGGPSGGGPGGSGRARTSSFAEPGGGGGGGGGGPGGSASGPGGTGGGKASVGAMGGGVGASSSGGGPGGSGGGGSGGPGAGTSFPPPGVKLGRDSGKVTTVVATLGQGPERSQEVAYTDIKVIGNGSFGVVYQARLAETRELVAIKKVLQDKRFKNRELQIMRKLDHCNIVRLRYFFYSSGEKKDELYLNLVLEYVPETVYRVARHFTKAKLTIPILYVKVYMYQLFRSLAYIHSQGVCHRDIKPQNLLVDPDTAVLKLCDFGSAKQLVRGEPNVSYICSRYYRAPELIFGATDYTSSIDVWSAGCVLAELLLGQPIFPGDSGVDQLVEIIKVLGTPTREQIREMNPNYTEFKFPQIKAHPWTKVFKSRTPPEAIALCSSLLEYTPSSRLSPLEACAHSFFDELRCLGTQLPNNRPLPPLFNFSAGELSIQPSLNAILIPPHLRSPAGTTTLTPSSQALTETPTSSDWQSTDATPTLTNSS
GSK3B inh = human GSK3beta kinase inhibitors, primary screen, biochemical, cell-free homogeneous, HTS; Glycogen synthase kinase-3 beta (Homo sapiens), P49841; GST-GSK3beta kinase, ADP-Glo luminescence, 60 min; stronger effect = lower value; activity score (negative = inhibition), % at 10 µM; 300,000 compounds, 0.038% hits;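 active = more than half of replicate wells score below -50%, meaning over 50% inhibition versus plate controls; inconclusive = some replicates but at most half score below -50%; inactive = no replicate scores below -50%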;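 note: 0% = median DMSO wells and -100% = median GW8510 positive control wells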
Target sequence (P49841 whole entry, looked up): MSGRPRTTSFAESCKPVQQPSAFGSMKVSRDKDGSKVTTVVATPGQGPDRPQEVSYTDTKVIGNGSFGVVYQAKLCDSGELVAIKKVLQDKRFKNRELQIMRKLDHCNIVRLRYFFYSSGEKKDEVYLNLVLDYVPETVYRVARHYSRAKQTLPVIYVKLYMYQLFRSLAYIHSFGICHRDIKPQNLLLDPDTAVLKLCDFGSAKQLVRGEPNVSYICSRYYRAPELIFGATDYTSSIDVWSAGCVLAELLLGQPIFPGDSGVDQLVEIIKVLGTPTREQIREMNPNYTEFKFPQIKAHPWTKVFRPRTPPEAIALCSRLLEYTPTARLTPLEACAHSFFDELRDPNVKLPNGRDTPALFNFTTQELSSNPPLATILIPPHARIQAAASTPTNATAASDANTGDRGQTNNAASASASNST
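Test system: GST-fused GSK3beta enzyme, cell-free | Quantity: 1.6 ng GST-GSK3beta enzyme per well | Reagent: 25 µM ATP with peptide substrate | Schedule: 60 min enzyme reaction, room temperature | Signal: Luminescent ADP-Glo measurement of ADP formed | Read-out basis: Score relative to plate controls | Control set: DMSO and 20 µM GW8510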
Platelet DG rel = inhibitors of platelet dense granule secretion, primary screen, cell-based, MLPCN, human platelets | human platelet-rich plasma, SFLLRN dense granule ATP release, luminescence | inhibition, %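 (compounds screened at 7.5 µM in platelet-rich plasma)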 | 300,000 compounds, 0.22% hits | AID 1663, 2009;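 active = mean replicate score, as percent of positive control, at or above 50; inconclusive = mean below 50 but at least one replicate at or above 50; inactive = mean and every replicate below 50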
HSF-1 act = HSF-1 activators, primary screen, NIH3T3-HGL cells, MG132 stress, luminescence, single point. NIH3T3-HGL HSF-1 luciferase reporter, 8 h; 100% = twice DMSO control signal. activation, % at 9 µM. 300,000 compounds, 1.7% hits;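 active = mean replicate activation of at least 50% with a set share of replicates each reaching 50%; inconclusive = only one of those two conditions met; inactive = mean below 50% and too few replicates reaching it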;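 note: 0% = median of the neutral control wells and 100% = twice that signal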
DYRK1A inh = rat Dyrk1A kinase inhibitors, primary screen, biochemical, single point, plate reader. Dual specificity tyrosine-phosphorylation-regulated kinase 1A (Rattus norvegicus), Q63470. ADP-Glo luminescence, NFATc1 peptide. inhibition, % at 12.5 µM. 310,000 compounds, 0.43% hits. AID 504441, 2011; in the data active = inhibition above about 50%;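 note: plate controls were vehicle with enzyme for no effect and no enzyme for full effect; many of its hits are not listed in these tables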
IEC-6 tox = cytotoxicity in IEC-6 intestinal epithelial cells, primary screen, cytotoxicity control for KLF5 inhibitor project, cell-based, luminescence; IEC-6 cytotoxicity, luminescence viability; inhibition, % at 5 µM; 290,000 compounds, 0.78% hits; AID 1825, 2009; in the data active = inhibition above about 22%;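 note: 0% = plate median of test compound wells and 100% = cytotoxic reference compound wells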
HSP90 inh = HSP90 inhibitors, primary screen, cell lysate, luminescence | Heat shock protein HSP 90 (rabbit reticulocyte lysate; luciferase refolding) | Rabbit reticulocyte lysate, luciferase refolding luminescence, 3 h | inhibition, % at 5.6 µM | 290,000 compounds, 0.91% hits;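 active = inhibition above the screen-wide mean plus 3 SD, computed separately per campaign, cut at about 16% in these data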;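 note: 0% = DMSO wells and 100% = 60 µM geldanamycin wells; inhibitors lower the luminescence because luciferase stays unfolded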
aSyn 5UTR inh = MLPCN primary screen, SNCA 5' untranslated region. alpha-synuclein 5'UTR reporter, inhibitor activity. inhibition, % (tested at 7.5 µM). AID 1813, 2009. 300,000 compounds, 0.82% hits; in the data active = inhibition above about 60%; inconclusive = no clear call, values can overlap the other calls;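 note: H4 neuroglioblastoma cells stably carrying SNCA 5'UTR luciferase fusion; 0% = DMSO wells and 100% = positive control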
The depositor's hits bear a star; u = inconclusive; x = not tested or not shown.

SMILES	KLF5 inh	HSF1 inh	GSK3A inh	GSK3B inh	Platelet DG rel	HSF-1 act	DYRK1A inh	IEC-6 tox	HSP90 inh	aSyn 5UTR inh
Cc1c(C(=O)OCC(=O)N2CC(=O)Nc3ccccc32)oc2ccc(Br)cc12	13	5	0	0	-1	-15	1	-5	3	0
CCCc1cc(C(=O)OC)c2ccccc2n1	16	-1	x	-5	2	-9	-3	1	6	18
Cc1ccc(NC(=O)C2CCCN2S(=O)(=O)c2cccc3cccnc23)cc1F (centres undefined)	-34	-10	-5	-1	-4	-11	-2	0	0	3
O=C(CN(c1ccc(Cl)cc1)S(=O)(=O)c1ccc(Cl)c([N+](=O)[O-])c1)NCCc1ccc(F)cc1	-22	23	-1	2	10	48	-4	7	0	15
CC(=O)SCC(=O)N=c1sc2cc(F)ccc2n1C	-31	0	0	4	15	3	1	-8	-2	-10
CCN(CC)c1nc(Nc2ccc(Cl)cc2)nc(OCC#N)n1	4	0	3	-3	-3	-3	4	1	-3	70*
CCOC(=O)Cc1nn[nH]n1	-12	-4	-1	3	-2	-6	-7	-3	0	8
Cc1cc(/C=C2\C(=O)NN(c3ccccc3)C2=O)c(C)n1-c1ccccc1O	-55	-21	-4	0	9	-12	-13	0	-5	-132
CC(C)C(=O)Nc1ccc2c(c1)oc1ccccc12	-233	20	0	0	-1	19	-34	1	6	-225
O=Cc1cn(-c2ccccc2)nc1-c1ccncc1	-27	-3	4	-3	-1	-2	20	-1	-2	3
O=C(Nc1ccc(NC(=O)c2ccc([N+](=O)[O-])cc2[N+](=O)[O-])cc1)c1ccco1	-18	5	-4	0	8	2	-3	4	0	6
O=C1Nc2cc(Cl)c(Cl)cc2N(O)N1c1ccc(Cl)cc1	-13	12	-11	1	4	9	x	5	0	-149

Part of the list above in order of heavy-atom count, high to low:
SMILES	KLF5 inh	HSF1 inh	GSK3A inh	GSK3B inh	Platelet DG rel	HSF-1 act	DYRK1A inh	IEC-6 tox	HSP90 inh	aSyn 5UTR inh
CCN(CC)c1nc(Nc2ccc(Cl)cc2)nc(OCC#N)n1	4	0	3	-3	-3	-3	4	1	-3	70*
CC(=O)SCC(=O)N=c1sc2cc(F)ccc2n1C	-31	0	0	4	15	3	1	-8	-2	-10
CCCc1cc(C(=O)OC)c2ccccc2n1	16	-1	x	-5	2	-9	-3	1	6	18

Additional records follow:
SMILES	KLF5 inh	HSF1 inh	GSK3A inh	GSK3B inh	Platelet DG rel	HSF-1 act	DYRK1A inh	IEC-6 tox	HSP90 inh	aSyn 5UTR inh
COc1cc(NC(=O)COC(=O)c2ccccc2F)cc(OC)c1	-2	-5	-1	2	9	-4	3	-2	2	8
CCCn1c(=N)n(CC(=O)c2ccc(Cl)cc2)c2ccccc21	0	-3	-1	1	1	0	0	13	4	-13
COc1cc(C2SCC(=O)N2CCCN(C)C)cc(OC)c1OC (centres undefined)	6	-1	0	-1	15	1	3	1	9	6
COc1ccc(CNC(=O)COc2cc3c(c4oc(=O)cc(C)c24)CCC(C)(C)O3)cc1	-15	7	0	0	-2	-7	5	8	0	14
C[C@@H]1O[C@@H](OC[C@H]2O[C@@H](Oc3c(-c4ccc(O)c(O)c4)oc4cc(O)cc(O)c4c3=O)[C@H](O)[C@@H](O)[C@@H]2O)[C@H](O)[C@H](O)[C@H]1O	-5	-3	27	-32	-5	2	77*	-4	-3	1
Cc1cc(C(F)(F)F)nn1C(=O)c1cccnc1Cl	-39	4	1	-2	2	7	-5	-1	8	5
COc1ccccc1N1CCN(C(=O)COc2cc(C)ccc2C)CC1	-33	-1	1	-1	8	-7	-1	-7	0	16
CCOC(=O)CC1C(=O)NCCN1Cc1cccs1 (centres undefined)	-15	-8	x	-3	-6	0	-2	-4	0	6
O=C(Nc1ccccn1)c1cccc(S(=O)(=O)N2CCCC2)c1	-9	-3	4	1	-10	-10	-7	5	-1	0
CCOC(=O)c1cc2c(=O)n3ccccc3nc2n(CCCOC)c1=NC(C)=O	-25	x	-2	x	x	x	2	9	2	x
COCCn1c(=NC(=O)C(C)(C)C)sc2cc([N+](=O)[O-])ccc21	-10	9	-2	-2	-16	19	14	-2	-4	-22
Cc1ccnc(NC(=S)N2CCN(c3cccc(C(F)(F)F)c3)CC2)c1	-10	-4	-2	x	2	6	2	-3	2	16
Cc1c(C(=O)NCc2cccs2)oc2ccccc12	-8	1	1	-2	0	3	12	7	0	-48
O=C(Cc1c(Cl)cccc1Cl)NC1=NCCS1	0	-5	12	2	2	-6	2	0	3	21
CCOc1ccc(N=Nc2c(=O)[nH]n3c(=O)cc(C)[nH]c23)cc1	-21	-2	1	1	u	-7	8	-2	2	-2
COc1ccc(CN2CCN(Cc3ccco3)CC2)cc1	-18	-2	0	-3	4	-11	-5	1	-1	-8
Cc1ccc(S(=O)(=O)CCC(=O)OCC(=O)c2ccc(C)c(C)c2)cc1	-16	0	-2	-1	-8	5	x	-5	-6	-7
O=Cc1ccc(OCCCOc2cccc3cccnc23)cc1	-33	15	-2	0	-4	20	x	-8	-2	-7
Cc1ccccc1NC(=O)C(c1ccccc1)C1CCCC1 (centres undefined)	1	-1	-1	-2	3	9	8	-1	0	-4
COC(=O)Cc1cc(=O)n2[nH]c(C)nc2n1	-30	-7	-1	0	-1	0	-1	-3	0	-8
COc1ccc(Cl)cc1Nc1nc2ccc(C)cc2n2cnnc12	-31	-2	1	1	1	2	x	3	-3	15
CCC(C(=O)Nc1ccccc1)c1ccccc1 (centres undefined)	-12	-11	-4	1	-26	1	-11	-1	2	-11
CC(=O)N(C)c1ccc(NC(=O)C(Sc2ccccc2)c2ccccc2)cc1 (centres undefined)	-3	-2	1	3	0	4	-3	-3	2	7
Cc1ccc(N(CC2CO2)S(=O)(=O)c2ccc([N+](=O)[O-])cc2)cc1 (centres undefined)	-18	9	-1	1	17	9	-2	-8	0	9
ClC(=C\c1ccccc1)/C=N/N1CCN(c2ccccn2)CC1	-95	14	-1	3	-8	13	-8	3	-2	-222
Cc1ccccc1N=Cc1cc2c(cc1[N+](=O)[O-])OCO2	0	3	-1	-2	21	-2	-2	-1	0	-32
O=C(C[n+]1cc(Br)cc(Br)c1)c1ccc(-c2ccccc2)cc1	-27	-18	-2	-1	-1	-36	-9	-1	2	-1
C/C(CC(=O)Nc1ccc(N(C)C)cc1)=N\NC(=O)c1cnccn1	-18	10	0	1	16	12	5	4	-4	-47
Cc1ccc(N2CC(C(=O)N3CCC(C(=O)Nc4cccc(Br)c4)CC3)CC2=O)cc1 (centres undefined)	4	9	-1	1	3	-7	3	6	1	52
Cc1cc(NC(=O)CCC(=O)N(c2ccccc2)C(C(=O)NCC2CCCO2)c2cccnc2)no1 (centres undefined)	12	-8	-2	4	2	-14	x	-2	-2	19
CCOC(=O)Cn1c(O)c(N=NC(=O)CNC(=O)Cc2ccccc2)c2ccccc21	-11	-1	0	5	35	-1	3	3	2	3
CCNC(=S)N(CCc1c(C)[nH]c2ccc(C)cc12)Cc1ccco1	13	3	-2	1	-10	13	-3	3	-5	-36
CCOC(=O)c1ccc(NC(=O)Cn2c(C)nc3c(sc(=S)n3CC)c2=O)cc1	-12	2	-1	-3	-1	-1	5	-1	3	24
CCCCC(=O)Nc1c2c(nn1-c1ccc([N+](=O)[O-])cc1)CS(=O)(=O)C2	-25	0	-3	-1	0	-2	1	-2	-6	-13
O=C1CSC(c2cccc([N+](=O)[O-])c2)N1CCN1CCCCC1 (centres undefined)	-10	-1	-1	-2	11	10	2	-1	0	-4
COC(=O)Cc1c(C)nc2nc(-c3ccc(C)cc3)[nH]n2c1=O	-3	2	x	-4	2	2	6	4	6	14
CCOC(=O)C1CCCN(c2c(N3CCN(c4ccccn4)CC3)c(=O)c2=O)C1 (centres undefined)	12	x	x	x	x	x	17	1	-1	x
O=C(CCCCCNC(=O)N1CCn2c1nc1ccccc12)N[C@@H](C(=O)O)c1ccccc1	-16	0	0	0	4	2	4	1	1	6
Cc1nc2c(ncn2-c2ccccc2)c(=O)n1NC(=O)CN1CCCCC1	-15	0	-3	3	-3	-3	-9	-8	1	-5
Cc1cccc(C(=O)C2CCOC(C)(C)C2)c1 (centres undefined)	-4	-7	0	1	-3	1	-7	-2	-3	-3
CN(C)C(/C=C/Nc1cccc(Br)c1)=C(C#N)C#N	-3	-2	-1	-1	0	3	-1	-1	7	-5
O=S1(=O)NC(CC2=CCCCC2)C2CCCCC2O1 (centres undefined)	-2	-1	-2	0	4	2	-9	-1	-8	-7
COc1ccc(OC)c(S(=O)(=O)Nc2ccccc2F)c1	-30	-6	1	3	9	0	-6	-2	-2	12
O=C(CN1C2CCCC1CC(NC(=O)C1CCCCC1)C2)Nc1ccccc1 (centres undefined)	-9	-3	2	2	-4	0	-7	-5	-5	5
Cc1ccc(CNC(=O)CCC(=O)c2cccs2)cc1	-30	13	-1	-2	1	30	8	-3	4	20
CCCc1ccc(OCCNC(=O)c2ccco2)cc1	-81	1	2	1	-13	12	x	2	-6	-91
CCOC(=O)NCc1ccc(CNC(=O)OCC)cc1	-29	-2	-2	1	2	-3	10	4	2	15
Cc1ccc(C(=O)Nc2sc3c(c2C(=O)O)CCCCC3)o1	11	20	-3	3	12	19	1	-1	12	-23
COC(=O)c1ccc(NC(=O)c2ccccc2CC[N+](=O)[O-])cc1	-14	-6	2	-1	-2	-12	-4	3	-1	14
O=C(Nc1ccccc1Cl)c1cccc(NC(=O)C2CCCC2)c1	-20	-3	0	2	-2	-2	5	3	2	3
O=C(Cc1ccc(Cl)cc1)NCC(=O)N1CCN(Cc2ccccc2)CC1	-26	2	0	0	-9	6	2	-10	2	2
COc1ccc(-c2cc(-c3ccccc3)nc(SC(C)C(=O)O)c2C#N)cc1 (centres undefined)	-27	-12	-2	8	9	-17	-8	0	-6	12
CCCn1c2ccccc2c2nnc(SCc3[nH]c(=O)[nH]c3C(=O)CCCCC(=O)OCC)nc21	-18	-43	1	2	11	-54	-6	-4	-1	46
CCc1ccc(CNC(=O)C2CCN(S(=O)(=O)N3CCC4(CC3)OCCO4)CC2)cc1	-27	-4	-2	-1	-3	17	3	-6	-5	8
Cc1ccccc1NC(=S)NCCc1ccc(S(N)(=O)=O)cc1	-31	6	-1	-2	4	8	-6	1	2	-46
CCN(CC(=O)Nc1ccccc1C(F)(F)F)C(=O)COc1cccc2c1OC(C)(C)C2	x	-1	0	3	-3	-7	14	x	x	-3

A portion of the library; rates above refer to the full screens.
